PAX8 inh HTS = inhibitors of PAX8-driven TPO luciferase reporter, primary screen, RMG-I cells, single concentration; inhibition, % at 12.6 µM; 360,000 compounds, 1.2% hits; SteadyGlo, 24 h;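 active = mean replicate inhibition at least 60% with every replicate also reaching 60%; inconclusive = only one of the two criteria is met; inactive = mean below 60% and not all replicates reaching 60%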;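 also: luciferase light reporting Pax8 driven TPO promoter activity; plate controls were median of neutral control wells for no effect and mitoxantrone controls for full effect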
FN deposition inh = inhibitors of fibronectin matrix deposition, primary screen, AH1F cells, Alexa488-fibronectin fluorescence, plate reader; AH1F fibroblasts, overnight; inhibition, % at 12.6 µM; 350,000 compounds, 0.086% hits; AID 743247, 2014;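 active = mean inhibition across replicates of 30% or more, regardless of how many single replicates reach that level; inconclusive = mean under 30% yet at least half of replicates reach 30%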;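 also: positive control wells lacked labelled fibronectin entirely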
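Material: AH1F fibroblast monolayer depositing Alexa488-labelled fibronectin into matrix | Input: 10000 AH1F cells/well | Medium: DMEM plus 2% serum, read in PBS | Reagent: Alexa488-fibronectin, 24 nM final in well | Compound dosing: One dose per compound, pinned | Schedule: 1 h adhesion, overnight exposure | Measured by: Fluorescence at 485 nm excitation, 525 nm emission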
miR-122 sensor = miR-122 Renilla sensor signal increase in Huh7, primary screen, miR-122 inhibitor project, cell-based, single point, plate reader. AID 602342, 2012. Huh7 miR-122 Renilla luciferase sensor, 48 h; neutral wells = 0, positive control = 100. activation (reporter increase), % at 12.5 µM. 340,000 compounds, 0.3% hits;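 active = mean replicate activation score at least 90 and every replicate individually at or above 90; inconclusive = only one of the two criteria met; inactive = neither criterion met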;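 also: higher luciferase means less miR-122 activity so hits act as miR-122 inhibitors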
PGC1a acetyl inh = inhibitors of PGC1a acetylation signal, primary screen, cell-based, U2OS, AlphaScreen, inhibitor mode; 350,000 compounds, 0.17% hits; AlphaScreen anti-acetyl-lysine; with virally co-expressed GCN5 acetyltransferase; inhibition, % at 15.6 µM;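 active = every replicate shows inhibition of at least 40%; inconclusive = mean inhibition at least 40% but some replicate below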;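 also: 0% = neutral control wells and 100% = positive control wells; some results beyond the cut were filed as inactive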
Casp6 inh = human caspase-6 inhibitors, primary screen, biochemical, VEID-R110 fluorescence, single point, set 2; P55212; purified caspase-6, Z-VEID-R110 cleavage fluorescence; inhibition, % at 12.5 µM; 350,000 compounds, 0.53% hits; AID 686996, 2013;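 active = mean inhibition across replicates at least about 35%, with every replicate also reaching that limit, limit read from the data; inconclusive = only one of the two criteria met; inactive = neither criterion met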;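 also: 0% = median of neutral control wells and 100% = no fluorescence left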
Target sequence (P55212 24-179 limits assumed): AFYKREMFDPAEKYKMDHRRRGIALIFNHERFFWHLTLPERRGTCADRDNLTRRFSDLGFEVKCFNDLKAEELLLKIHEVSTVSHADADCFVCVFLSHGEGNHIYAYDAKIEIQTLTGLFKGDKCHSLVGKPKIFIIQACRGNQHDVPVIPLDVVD
Target sequence (P55212 194-293 limits assumed): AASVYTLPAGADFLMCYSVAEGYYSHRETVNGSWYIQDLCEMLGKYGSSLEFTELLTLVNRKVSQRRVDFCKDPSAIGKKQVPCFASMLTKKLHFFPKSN
Cneo AK release = Cryptococcus neoformans cell lysis inducers, primary screen, AK release luminescence, single concentration | AID 651654, 2012 | C. neoformans lysis, adenylate kinase release luminescence, 4 h; normalised: neutral wells 0, clomiphene wells 100 | 360,000 compounds, 0.2% hits | lysis activity, % at 15 µM;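 active = mean lysis activity across replicates of at least 80%, whatever share of replicates individually reach that level; inactive = mean lysis activity below 80%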
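Assay system: C. neoformans cells. Amount: yeast cell density of 5 × 10^6 cells/mL. Technique: AK luminescence. Buffer or medium: YPD. Times: static 4 h at 37 °C with compound, 1 h detection. Dosing: single-point compound dose. Read-out: lysis from increased AK signal.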
EWS-Fli block = EWS/Fli-driven NR0B1 reporter inhibitors, primary screen, A673 cells, NR0B1 luciferase, luminescence, MLPCN library. viability-normalised. inhibition, % at 12.6 µM. 350,000 compounds, 0.67% hits. AID 651661, 2012;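 active = mean inhibition of at least 50% after viability correction, with every replicate also passing that limit; inconclusive = mean reaches 50% but only one of two replicates passes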;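 also: firefly luciferase signal divided by Alamar Blue viability fluorescence both relative to DMSO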
LGR2 antag = inhibitors of bursicon-induced LGR2 CRE-luciferase signal, primary screen, cell-based, HEK293, CRE-luciferase reporter, bursicon stimulation; Drosophila bursicon receptor LGR2 (rickets); bursicon-stimulated, 4 h; inhibition, % at 9.99 µM; 380,000 compounds, 0.35% hits; AID 720647, 2013;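 active = drop in luminescence signal, shown as inhibition above about 50% in the replicate tests, limit read from the data, passing the limit was not always enough; inconclusive = probably only some replicates passing the limit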;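 also: agonist challenge used bursicon conditioned medium at about half maximal strength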
Numbers without * were called inactive; [ ] = another dose, or the depositor's remark.

`C[C@H]1CN([C@@H](C)CO)C(=O)c2cccc(NC(=O)c3ccncc3)c2O[C@@H]1CN(C)C(=O)Nc1ccc(C(F)(F)F)cc1` gave PAX8 inh HTS -9, miR-122 sensor -2[16.7 µM], PGC1a acetyl inh 28, Casp6 inh 0, Cneo AK release -3, EWS-Fli block -1 and LGR2 antag 4.
BrC(=C\c1ccccc1)/C=N/Nc1nc2ccccc2[nH]1 was read as PAX8 inh HTS -100, FN deposition inh -4, miR-122 sensor 1, PGC1a acetyl inh -44, Cneo AK release 1 and LGR2 antag -37.
Screening Cc1ccc(S(=O)(=O)N2CCCCC2)cc1NC(=O)[C@@H]1CCCN1C(=O)c1cccs1 returned PAX8 inh HTS 6, FN deposition inh -18, miR-122 sensor -1, PGC1a acetyl inh 8, Casp6 inh 0, Cneo AK release -2, EWS-Fli block 5 and LGR2 antag 0.
For O=S(=O)(c1ccc2ccccc2c1)N1CCN(C(=S)Nc2ccccc2F)CC1 the results were PAX8 inh HTS -4, FN deposition inh -4, miR-122 sensor 1, PGC1a acetyl inh -9, Casp6 inh -2, Cneo AK release -1, EWS-Fli block -2 and LGR2 antag 0.
`COc1cc(C(C)=O)ccc1OCC(O)Cn1nc(C)c(Br)c1C` (configuration not stated) gave PAX8 inh HTS -27, FN deposition inh -4, miR-122 sensor 3, PGC1a acetyl inh 11, Casp6 inh 0, Cneo AK release 0, EWS-Fli block -5 and LGR2 antag -13.
Screening CCCCn1c(=N)n(CC(=O)c2ccc(OC)cc2)c2ccccc21 returned PAX8 inh HTS 0, FN deposition inh 5, Casp6 inh 6, EWS-Fli block 22 and LGR2 antag inconclusive.
COc1ccc(NC(=O)N(C)C[C@@H]2OCc3cnnn3CCCC(=O)N([C@@H](C)CO)C[C@@H]2C)c(OC)c1 was read as PAX8 inh HTS 1, FN deposition inh 4, miR-122 sensor -3[16.7 µM], PGC1a acetyl inh 6, Casp6 inh -2, Cneo AK release -3, EWS-Fli block -1 and LGR2 antag 25.
Clc1ccc(/C=N\Nc2ccccc2)cc1 was read as PAX8 inh HTS -7, FN deposition inh -1, miR-122 sensor 1, PGC1a acetyl inh 15, Casp6 inh 1, Cneo AK release -1 and EWS-Fli block -79.
`COc1ccc(C2OC(CCc3ccccc3)Cc3[nH]c(=S)[nH]c(=O)c32)cc1` (configuration not stated) gave PAX8 inh HTS 5, FN deposition inh -6, Casp6 inh 15, EWS-Fli block 2 and LGR2 antag 27.
C[C@@H]1CN([C@H](C)CO)C(=O)c2cc(-c3cccc(F)c3)cnc2O[C@@H]1CN(C)S(C)(=O)=O was read as FN deposition inh 7, miR-122 sensor 2[16.7 µM], PGC1a acetyl inh -3, Casp6 inh 1, Cneo AK release 6, EWS-Fli block -2 and LGR2 antag 21.
Screening CCN(CC)S(=O)(=O)c1ccc(N2CCOCC2)c(NC(=O)CC(C)(C)C)c1 returned PAX8 inh HTS -16, FN deposition inh -3, miR-122 sensor 1, PGC1a acetyl inh -2, Casp6 inh -4, Cneo AK release 0, EWS-Fli block 0 and LGR2 antag 8.
`CN(C(=O)COc1ccccc1C(=O)NCCc1ccccc1)c1ccccc1` gave miR-122 sensor -5, PGC1a acetyl inh -8, Cneo AK release 1 and LGR2 antag -10.
Screening C[C@@H]1CN([C@@H](C)CO)C(=O)c2cc(NS(=O)(=O)c3cn(C)cn3)ccc2O[C@H]1CN(C)Cc1ccc(C(=O)O)cc1 returned miR-122 sensor 10[16.7 µM], PGC1a acetyl inh 15, Casp6 inh 2, Cneo AK release -6, EWS-Fli block 3 and LGR2 antag -16.
For O=c1[nH]ncc(NCCc2ccccc2)c1Cl the results were PAX8 inh HTS 8, FN deposition inh 2, PGC1a acetyl inh 3, Casp6 inh -3, EWS-Fli block 18 and LGR2 antag 7.
Screening C/C(=N/NC(=O)CNC(=O)c1cccs1)c1ccc(Cl)cc1 returned PAX8 inh HTS -96, FN deposition inh -21, miR-122 sensor 3, PGC1a acetyl inh -9, Casp6 inh 1, Cneo AK release -1, EWS-Fli block -2 and LGR2 antag 5.
Screening Cc1cc(O)cc2c1C(=O)/C(=C/c1ccco1)O2 returned PAX8 inh HTS -49, FN deposition inh 4, Casp6 inh 30, EWS-Fli block -32 and LGR2 antag -52.
For C/C=C/c1ccc([C@@H]2[C@@H](CO)N(C(=O)C3CC3)[C@H]2CN(CC)C(C)=O)cc1 the results were PAX8 inh HTS 1, FN deposition inh 3, miR-122 sensor -7[16.7 µM], PGC1a acetyl inh 0, Cneo AK release 6, EWS-Fli block 9 and LGR2 antag -1.
CC1Oc2ccccc2N(CC(=O)c2ccc(F)cc2)C1=O (configuration not stated) was read as PAX8 inh HTS 4, FN deposition inh 9, miR-122 sensor 2, PGC1a acetyl inh -15, Casp6 inh 0, EWS-Fli block -21 and LGR2 antag -14.
Screening Cc1ccc(S(=O)(=O)N2CCC(C(=O)OCC(=O)N(C)c3ccccc3)CC2)cc1C returned PAX8 inh HTS -3, FN deposition inh 1, miR-122 sensor -6, PGC1a acetyl inh 0, Casp6 inh 2, Cneo AK release -3, EWS-Fli block -4 and LGR2 antag 13.
Screening COc1ccc(NC(=O)c2ccccc2NC(=O)c2ccccc2C(=O)O)c(OC)c1 returned PAX8 inh HTS -34, FN deposition inh 1, PGC1a acetyl inh -4, Casp6 inh -8, Cneo AK release 0, EWS-Fli block -26 and LGR2 antag -13.
COc1ccc(S(=O)(=O)N2CCC[C@H]2C(=O)NC2=NCCS2)cc1 was read as FN deposition inh -3, miR-122 sensor -1, PGC1a acetyl inh 15, Casp6 inh 1 and LGR2 antag -12.
NC(=O)c1ccccc1N(Cc1ccccc1)S(=O)(=O)c1ccccc1 was read as PAX8 inh HTS 3, FN deposition inh 5, Casp6 inh 0 and EWS-Fli block -4.
Screening Cc1ccccc1CNC(=O)Cn1cnc(S(=O)(=O)N2CCCC2)c1 returned PAX8 inh HTS -8, FN deposition inh 7, miR-122 sensor -3, PGC1a acetyl inh 5, Casp6 inh -3, Cneo AK release -1 and LGR2 antag -3.
For O=C(CCNC(=O)c1ccccc1Cl)Nc1ccc2c(c1)OCCO2 the results were PAX8 inh HTS -76, FN deposition inh 1, miR-122 sensor -2, PGC1a acetyl inh 3, Casp6 inh 3, Cneo AK release 1, EWS-Fli block -24 and LGR2 antag -12.
Screening O=C(NCc1ccccn1)C(=O)NCC1OCCN1S(=O)(=O)c1ccc([N+](=O)[O-])cc1 (configuration not stated) returned PAX8 inh HTS 17, miR-122 sensor -3, Casp6 inh 3, Cneo AK release 1 and LGR2 antag 3.
`Cc1c(Cl)cccc1NC(=O)Cn1nc(C)n2cccc2c1=O` gave PAX8 inh HTS -7, FN deposition inh 1, miR-122 sensor 0, PGC1a acetyl inh -6, Casp6 inh -4, Cneo AK release -1, EWS-Fli block -19 and LGR2 antag 6.
For Cc1cccc(C)c1NC(=O)CSc1ncnc2[nH]ncc12 the results were PAX8 inh HTS -13, FN deposition inh 3, Casp6 inh 1, EWS-Fli block -2 and LGR2 antag -39.
`O=C(NCc1ccccc1Cl)c1ccc2c(=O)n(CC3CCCO3)c(=S)[nH]c2c1` (configuration not stated) gave PAX8 inh HTS -19, FN deposition inh -1, miR-122 sensor -2, PGC1a acetyl inh -1, Casp6 inh 1, Cneo AK release 0, EWS-Fli block -12 and LGR2 antag 7.
For CCCN(C)C[C@H]1OCc2cn(nn2)CCCC(=O)N([C@H](C)CO)C[C@H]1C the results were PAX8 inh HTS -3, FN deposition inh -7, miR-122 sensor 4[16.7 µM], PGC1a acetyl inh 3, Casp6 inh 1, Cneo AK release -3, EWS-Fli block -2 and LGR2 antag 1.
For COCC(=O)N(C)C[C@@H]1Oc2cc(C#CC3CCCC3)ccc2S(=O)(=O)N([C@H](C)CO)C[C@H]1C the results were miR-122 sensor 2[16.7 µM], PGC1a acetyl inh 3, EWS-Fli block 4 and LGR2 antag -11.

Retrieved by compound from the entries so far, three records:
For CCCN(C)C[C@H]1OCc2cn(nn2)CCCC(=O)N([C@H](C)CO)C[C@H]1C the results were PAX8 inh HTS -3, FN deposition inh -7, miR-122 sensor 4[16.7 µM], PGC1a acetyl inh 3, Casp6 inh 1, Cneo AK release -3, EWS-Fli block -2 and LGR2 antag 1.
Screening Cc1ccc(S(=O)(=O)N2CCC(C(=O)OCC(=O)N(C)c3ccccc3)CC2)cc1C returned PAX8 inh HTS -3, FN deposition inh 1, miR-122 sensor -6, PGC1a acetyl inh 0, Casp6 inh 2, Cneo AK release -3, EWS-Fli block -4 and LGR2 antag 13.
NC(=O)c1ccccc1N(Cc1ccccc1)S(=O)(=O)c1ccccc1 was read as PAX8 inh HTS 3, FN deposition inh 5, Casp6 inh 0 and EWS-Fli block -4.

Carrying on:
For O=C(Nc1nccs1)c1sc2cc(Cl)ccc2c1Cl the results were FN deposition inh 4, miR-122 sensor 2, PGC1a acetyl inh 4 and Cneo AK release 2.
For CCS(=O)(=O)Nc1ccc2c(c1)C(=O)N(C)C[C@@H](OC)[C@@H](C)CN(CCC(F)(F)F)[C@H](C)CO2 the results were PAX8 inh HTS 1, FN deposition inh 3, PGC1a acetyl inh 2, Cneo AK release 2, EWS-Fli block 4 and LGR2 antag 10.
`C[C@@H]1CCCCO[C@H](CN(C)Cc2ccccc2)[C@H](C)CN([C@H](C)CO)C(=O)c2cc(NS(=O)(=O)c3ccc(F)cc3)ccc2O1` gave PAX8 inh HTS 1, FN deposition inh -17, miR-122 sensor 4[16.7 µM], PGC1a acetyl inh 4, Casp6 inh -1, Cneo AK release 2, EWS-Fli block -1 and LGR2 antag 14.
CC(=O)N(C)C[C@H]1Oc2cc(C#CCC3CCCC3)ccc2S(=O)(=O)N([C@@H](C)CO)C[C@H]1C was read as FN deposition inh 4, miR-122 sensor -18[16.7 µM], PGC1a acetyl inh 14, Casp6 inh -3, Cneo AK release -1, EWS-Fli block 7 and LGR2 antag 0.
For CCc1ccc(CNC(=O)Cn2nc(-c3ccccc3)ccc2=O)cc1 the results were PAX8 inh HTS 8, miR-122 sensor 5, PGC1a acetyl inh -22, Casp6 inh 3, EWS-Fli block -8 and LGR2 antag -2.
Screening COc1ccc2c3c(n(C)c2c1)[C@H](CO)N(C(=O)Nc1cccc(F)c1)CC31CN(Cc2nccs2)C1 returned PAX8 inh HTS 7, FN deposition inh 7, PGC1a acetyl inh -6, Casp6 inh 0, EWS-Fli block -5 and LGR2 antag 6.
For Cc1cc(Br)c(NC(=O)COC(=O)C2CCCCC2)c(Br)c1 the results were PAX8 inh HTS 2, FN deposition inh -1, miR-122 sensor 0, PGC1a acetyl inh 2, Casp6 inh 1, Cneo AK release -1, EWS-Fli block -2 and LGR2 antag -18.

Bioassay records from PubChem BioAssay.
